PP5 inh: blocks human protein phosphatase 5 activity; inhibition, % at 6.7 µM; 0.18% of 320,000 active; P53041; purified PP5c, OMFP substrate fluorescence;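 active means inhibition above the campaign's mean inhibition across all tested compounds plus 3 SD, cut at about 9.5% in these data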;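 further: 0% = DMSO only and 100% = 100 µM cantharidin control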
PP1 inh: counter-screen for PP5 inhibitors: inhibitors of human PP1-alpha. purified PP1alpha, OMFP fluorescence. inhibition, % at 6.7 µM. 0.9% of 320,000 active. AID 2235;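 active means inhibition above the mean inhibition of all tested compounds plus 3 SD, computed separately for each screening campaign, cut at about 15% in these data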
Efflux pump inh: inhibitors of Candida antifungal efflux pumps expressed in yeast | S. cerevisiae Candida pump triplex, Nile Red efflux | inhibition, % at 10 µM | 0.44% of 330,000 active;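 active means plate passing quality check with inhibition over a set limit, or well fluorescence over plate mean plus 4 SD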;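 further: Nile Red retained in pooled yeast measured as flow cytometry median fluorescence; 0% = buffer negative control and 100% = Enniatin B positive control; higher means more Nile Red kept so more efflux inhibition; some compounds called inactive have numbers as strong as hits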
core dimer inh: HCV core protein dimerization inhibition; AID 1899; 0.33% of 300,000 active; inhibition, % at 5 µM; TR-FRET GST/Flag-core106 dimerization, 1536-well;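 active means inhibition above the mean of all tested compounds plus 3 SD, set per screening campaign, cut at about 45% in these data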
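assay system = GST-tagged and Flag-tagged HCV core protein residues 1-106 | controls = unlabelled core106 and no-GST-core106 wells | incubation = compound-protein-antibody incubation 4 h at 22.5 °C | probe or stimulus = Eu donor and XL665 acceptor anti-tag antibodies | read-out = % inhibition based on acceptor/donor emission ratio | signal = TR-FRET 671 and 617 nm emission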
PREPL inhibitor: human PREPL enzyme inhibition | Q4J6C6 | recombinant PREPL, fluorescence polarization activity-based probe | inhibition, % at 5.96 µM | 0.68% of 320,000 active | AID 2751; in the data active means inhibition above about 43%;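 further: 0% = enzyme with DMSO and 100% = wells lacking enzyme; many of its hits are not listed in these tables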
Target sequence (Q4J6C6 whole entry, looked up): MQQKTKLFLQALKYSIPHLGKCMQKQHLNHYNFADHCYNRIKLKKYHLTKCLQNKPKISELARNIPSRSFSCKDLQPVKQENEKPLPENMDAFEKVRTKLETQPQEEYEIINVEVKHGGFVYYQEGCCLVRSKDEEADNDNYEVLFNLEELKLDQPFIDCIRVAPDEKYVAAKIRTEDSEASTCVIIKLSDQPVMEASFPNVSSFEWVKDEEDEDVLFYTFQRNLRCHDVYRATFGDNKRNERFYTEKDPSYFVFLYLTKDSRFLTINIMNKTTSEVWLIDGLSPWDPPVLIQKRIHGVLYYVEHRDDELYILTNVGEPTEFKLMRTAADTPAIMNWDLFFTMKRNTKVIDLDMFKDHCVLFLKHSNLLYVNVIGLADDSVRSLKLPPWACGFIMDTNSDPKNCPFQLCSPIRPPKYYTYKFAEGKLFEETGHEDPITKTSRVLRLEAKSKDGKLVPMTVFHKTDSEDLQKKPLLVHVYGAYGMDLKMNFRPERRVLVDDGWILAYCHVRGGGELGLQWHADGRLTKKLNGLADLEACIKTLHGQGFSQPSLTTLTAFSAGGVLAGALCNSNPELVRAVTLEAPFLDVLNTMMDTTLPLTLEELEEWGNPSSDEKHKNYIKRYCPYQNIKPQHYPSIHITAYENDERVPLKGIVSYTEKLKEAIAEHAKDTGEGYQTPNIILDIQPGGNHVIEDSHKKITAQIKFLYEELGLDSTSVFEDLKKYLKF
ZTA counter: blocks Epstein-Barr virus ZTA, an EBNA-1 counter-screen; P03206; ZTA-DNA binding, fluorescence polarization; inhibition, % at 11 µM; 0.15% of 320,000 active; AID 2234; in the data active means inhibition above about 33%
Target sequence (P03206 whole entry, looked up): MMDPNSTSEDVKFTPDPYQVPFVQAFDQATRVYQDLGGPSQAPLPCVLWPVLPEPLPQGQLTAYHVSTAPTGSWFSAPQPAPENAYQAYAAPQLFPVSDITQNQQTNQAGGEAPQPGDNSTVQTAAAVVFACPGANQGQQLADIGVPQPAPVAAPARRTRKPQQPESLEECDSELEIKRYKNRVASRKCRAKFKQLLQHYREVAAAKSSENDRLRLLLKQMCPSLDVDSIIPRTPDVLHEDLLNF
TPT1 inhibitor: inhibitors of Candida albicans tRNA 2'-phosphotransferase TPT1 | recombinant caTPT1, FP RNA substrate dephosphorylation | 0.81% of 300,000 active | AID 1962 | inhibition, % at 5 µM;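 active means inhibition above the mean of all tested compounds plus 3 SD, set per screening campaign, cut at about 24% in these data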;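 further: plate controls were DMSO alone for no effect and ferristatin control at 100 nM for full effect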
EBNA-1 inh: blocks EBNA-1 binding to DNA. EBNA-1 DNA binding, fluorescence polarization. inhibition, % at 14.8 µM. 0.34% of 300,000 active. AID 1950; in the data active means inhibition above about 28%
CTSL1 counter: counter-screen for PFM18AAP inhibitors: inhibitors of F. hepatica cathepsin L1. recombinant F. hepatica cathepsin L1, Z-Leu-Arg-MCA fluorescence. inhibition, % at 5.96 µM. 0.49% of 300,000 active. AID 1906;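 active means inhibition above the mean of all tested compounds plus 3 SD, set per screening campaign, cut at about 17% in these data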;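 further: 0% = plate median of test compound wells and 100% = 1 µM Z-Phe-Ala-diazomethylketone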
* marks the source's active call; other numbers are inactive results; / = no result given. Not all compounds are listed; count on the stated rates, not on these rows.

smiles	PP5 inh	PP1 inh	Efflux pump inh	core dimer inh	PREPL inhibitor	ZTA counter	TPT1 inhibitor	EBNA-1 inh	CTSL1 counter
CC1=NCCc2c1[nH]c1ccccc21	0.6	10	-0.2	6	57*	-18	25*	-6	8
O=C(O)c1ccc(/C=C/c2nc3ccccc3c(=O)n2-c2ccc(Br)cc2)cc1	2.1	2	0.0	9	0	0	-1	2	5
C[C@H]1CCC[C@@H](O)CCC/C=C/c2cc(O)cc(O)c2C(=O)O1	1.0	5	0.2	-1	5	4	1	-2	2
Cc1c(-c2cccc(Cl)c2)nc2ccccc2c1C(=O)N1CCC2(CC1)OCCO2	0.3	0	-0.2	7	10	-1	1	2	-2
COC(=O)C1=C(c2ccc(-c3ccccc3)c(F)c2)C[C@@H]2CC[C@H]1N2C(=O)NCCOc1ccccc1	6.2	15	-0.1	/	-32	-7	/	/	/
CCOC(=O)C(O)(c1ccc(N(CC)C(=O)OC)cc1)C(F)(F)F (centres undefined)	8.7	1	0.1	-4	12	-3	-2	0	-3
CCOP(=S)(OCC)Oc1nc(Cl)c(Cl)cc1Cl	3.0	1	-0.2	/	2	-31	/	/	/
O=C(c1cnn2c(C(F)(F)F)cc(-c3ccccc3)nc12)N1CCC2(CC1)OCCO2	0.5	-2	0.0	0	2	-9	-1	-8	7
CCC/C=C(\CCC)C(NP(=O)(c1ccccc1)c1ccccc1)c1ccccc1 (centres undefined)	3.9	4	0.1	4	-2	-11	-1	2	5
O=C(c1ccc(CNS(=O)(=O)c2ccccc2)cc1)N1CCC2(CC1)OCCO2	3.2	-5	0.0	3	-3	-3	1	-6	-4
COCCN1C(=O)NC(=O)/C(=C\c2ccc(Br)cc2)C1=O	0.2	1	0.0	-5	8	-27	-1	0	-3
CC(Cc1cccs1)NCc1ccccc1 (centres undefined)	-0.5	5	-0.1	-2	-5	-4	0	4	1
CCCCCCN1CCN(c2ccc(Cl)cc2)CC1	3.4	-1	0.2	7	14	-5	-1	4	-1
NC(=O)CSP(=O)(c1ccccc1)c1ccccc1	2.8	-2	0.2	-3	15	-12	-4	-8	-3
Cc1cccc(OP(=O)(Nc2ccc(F)cc2)Oc2cccc(C)c2)c1	3.3	2	0.0	3	4	4	0	-11	7
CN(C)C(=O)Oc1ccc(C(=O)c2ccccc2)cc1	-1.4	-1	0.1	-1	-7	-14	-1	-4	1
Nc1c(C(=O)OCC2CCCO2)c2nc3ccccc3nc2n1Cc1cccs1 (centres undefined)	4.2	1	-0.3	2	14	-7	-3	2	7
Cn1c(O)c(C(=N)COc2ccccc2)c(=O)n(C)c1=O	-0.7	0	0.0	-5	-4	-12	-4	1	1
Cc1ccc(N2C(=O)NC(=O)/C(=C\c3cc(C)n(-c4ccc(C(=O)O)cc4)c3C)C2=O)cc1	-0.4	0	-0.1	17	-1	12	15	11	-1
Cc1cc(NC(=O)COC(=O)c2c(C)nn(Cc3ccccc3)c2C)no1	2.1	-2	0.2	-2	2	8	4	-5	-5
CN1CCN(/N=C/c2c(O)n(CCC3=CCCCC3)c(=S)[nH]c2=O)CC1	-0.4	4	-0.2	4	-3	3	13	13	5
O=C(Nc1cccc2ccccc12)N1CCC2(CC1)OCCO2	0.3	0	0.4	-9	7	3	-3	3	6
O=c1[nH]c(=O)n(C2CCCCCC2)c(O)c1C=NC1CCN(Cc2ccccc2)CC1	0.7	-4	-0.1	2	7	-4	-11	-1	5
O=C(Nc1ccc(C(F)(F)F)cc1)c1cccn(Cc2ccc3c(c2)OC(F)(F)O3)c1=O	0.5	-4	-0.1	-3	-6	7	0	-8	0
O=C(Cn1c(=O)n(CC2CS2)c2ccccc21)N1CCCCCC1 (centres undefined)	-1.0	-1	0.0	2	1	-5	1	-3	-3
O=c1c2ccccc2nc(/C=C/c2ccc(O)c(O)c2)n1-c1ccccc1	3.2	-2	0.2	-1	19	-6	46*	4	10
CC12CN3CC(C)(CN(C1)C3c1cccs1)C2 (centres undefined)	-1.7	-4	0.0	2	-3	1	-2	3	-6
Cc1cc(OCc2cc(C(=O)O)oc2C)c2c3c(c(=O)oc2c1)CCCC3	0.2	-3	0.1	5	6	21	-2	12	5
COC(=O)C1=CO[C@H](C)[C@H]2CN3CC[C@@]4(C(=O)Nc5ccccc54)[C@@H]3C[C@H]12	2.5	-4	-0.1	2	8	7	-1	11	-2
Cc1ccc(-n2c(O)c(C=Nc3ccc(Br)cn3)c(=O)[nH]c2=O)cc1	1.8	-3	0.1	2	1	-16	10	-1	-2
COC(=O)C1=C(c2ccc(-c3ccccc3)c(F)c2)C[C@@H]2CC[C@H]1N2C(=O)NC1Cc2ccccc2C1	3.9	8	0.5	/	1	-6	/	/	/
COC1CC(OC2CCC3(C)C(CCC4C3CCC3(C)C(C5=CC(=O)OC5)C(OC(C)=O)CC43O)C2)OC(C)C1OC1OC(COC2OC(CO)C(O)C(O)C2O)C(O)C(O)C1O (centres undefined)	3.8	-5	0.0	1	-3	6	1	-3	-1
O=C1NC(=O)N(Cc2ccco2)C(=O)/C1=C\c1ccc(-c2ccc(F)cc2)o1	-2.0	5	0.1	9	7	30	28*	-3	5
COC(=O)C1=C(c2ccccc2)C[C@@H]2CC[C@H]1N2C(=O)NCc1cccc2ccccc12	3.5	5	-0.1	7	-71	8	-5	-1	-2
COC(=O)C1=C(c2ccc(Cl)c(C(F)(F)F)c2)C[C@@H]2CC[C@H]1N2C(=O)NC1CCCCC1	3.8	8	0.0	/	6	1	/	/	/
O=C(c1cc2cc(Br)ccc2[nH]1)N1CCC2(CC1)OCCO2	4.3	-5	0.0	15	21	0	1	-10	0
O=c1c2ccccc2[se]n1-c1ccccc1	2.6	-6	4.0*	-25	13	-5	-2	0	-3
Cc1ccc(P(=S)(c2ccc(C)o2)N2CCOCC2)o1	1.3	4	0.0	3	-5	3	4	-5	-2
Cc1cc(/C=C2\C(=O)NC(=O)N(Cc3ccccc3)C2=O)c(C)n1-c1ccc(Cl)c(C(=O)O)c1	3.8	3	-0.3	5	6	-12	16	0	-4
COC(=O)N(c1ccccc1)P(=O)(Oc1ccccc1)Oc1ccccc1	4.4	2	0.0	1	-6	3	-2	-6	1
COc1cc(/C=C2\C(=O)NC(=O)N(c3ccccc3)C2=O)cc(OC)c1OC	0.4	0	-0.1	0	-4	7	8	-3	-1
NNC(N)=O	-0.9	-1	-0.2	3	-2	-2	1	4	-2
O=C(C1c2ccccc2C(=O)N2CCc3ccccc3C12)N1CCC2(CC1)OCCO2 (centres undefined)	0.5	-2	0.1	-2	14	-12	0	-12	4
Cc1cc(C(=O)CS(=O)c2ccc(F)cc2)cc(C)c1OC(=O)N(C)C (centres undefined)	-1.1	-3	0.0	-3	6	-3	0	-4	1
CCCCCn1c(N)c(C(=O)NCCN2CCOCC2)c2nc3ccccc3nc21	3.0	3	0.3	-2	27	-1	0	-5	4
COc1ccc(CC2c3cc(OC)c(OC)cc3CCN2C)cc1O (centres undefined)	1.5	-1	-0.1	-5	3	3	-2	6	-2
CC12CC[C@H]3[C@@H](CCC4(O)C[C@H](O)CCC34/C=N/NC(=O)c3ccccc3O)C1(O)CCC2C1=CC(=O)OC1 (some centres undefined)	3.2	-4	0.1	0	0	-23	1	-12	0
CCCCCn1c(=O)c(C(=O)Nc2ccccc2S(N)(=O)=O)c(O)c2ccccc21	-1.1	10	0.3	8	6	2	-5	0	3
CC1CCC2[C@@H](C)C(=O)OC3O[C@]4(C)CCC1C32OO4 (some centres undefined)	-1.6	-4	0.0	2	2	2	-3	-1	0
CCOC(=O)C1(CCc2ccccc2)CCN(Cc2cccc3cnccc23)CC1	2.5	1	0.2	2	-62	-4	1	-14	2
O=C1/C(=C\c2ccc(Cl)c(Cl)c2)N2CCC1CC2	2.0	-2	0.6	5	8	-10	4	-10	-2
CN(C)CP(=O)(O)CN(C)C=O	3.2	0	-0.1	-3	-5	-19	-5	4	-1
CCN(CC)C(=O)c1ccc(NC(=O)CSc2nnnn2-c2cc(OC)ccc2OC)cc1	2.2	8	0.3	2	9	-14	1	1	-9

In a second layout: 9 of the compounds above.
The line under a structure holds: PP5 inh | PP1 inh | Efflux pump inh | core dimer inh | PREPL inhibitor | ZTA counter | TPT1 inhibitor | EBNA-1 inh | CTSL1 counter
NNC(N)=O
    -0.9 | -1 | -0.2 | 3 | -2 | -2 | 1 | 4 | -2
O=C(C1c2ccccc2C(=O)N2CCc3ccccc3C12)N1CCC2(CC1)OCCO2 (centres undefined)
    0.5 | -2 | 0.1 | -2 | 14 | -12 | 0 | -12 | 4
Cc1cc(C(=O)CS(=O)c2ccc(F)cc2)cc(C)c1OC(=O)N(C)C (centres undefined)
    -1.1 | -3 | 0.0 | -3 | 6 | -3 | 0 | -4 | 1
CCCCCn1c(N)c(C(=O)NCCN2CCOCC2)c2nc3ccccc3nc21
    3.0 | 3 | 0.3 | -2 | 27 | -1 | 0 | -5 | 4
COc1ccc(CC2c3cc(OC)c(OC)cc3CCN2C)cc1O (centres undefined)
    1.5 | -1 | -0.1 | -5 | 3 | 3 | -2 | 6 | -2
CC12CC[C@H]3[C@@H](CCC4(O)C[C@H](O)CCC34/C=N/NC(=O)c3ccccc3O)C1(O)CCC2C1=CC(=O)OC1 (some centres undefined)
    3.2 | -4 | 0.1 | 0 | 0 | -23 | 1 | -12 | 0
CCCCCn1c(=O)c(C(=O)Nc2ccccc2S(N)(=O)=O)c(O)c2ccccc21
    -1.1 | 10 | 0.3 | 8 | 6 | 2 | -5 | 0 | 3
CC1CCC2[C@@H](C)C(=O)OC3O[C@]4(C)CCC1C32OO4 (some centres undefined)
    -1.6 | -4 | 0.0 | 2 | 2 | 2 | -3 | -1 | 0
CCOC(=O)C1(CCc2ccccc2)CCN(Cc2cccc3cnccc23)CC1
    2.5 | 1 | 0.2 | 2 | -62 | -4 | 1 | -14 | 2

Screening results (PubChem)
